Source: PubChem BioAssay
D2 antag: antagonists of human D2 dopamine receptor; HEK293 TREx D2 cells, calcium flux, dopamine EC80; inhibition, % at 10 µM; 340,000 compounds, 2% hits; AID 485344; in the data active = inhibition above about 30%; also: 0% is about no effect
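Cells plated overnight at 30 C with tetracycline; no-wash calcium dye, 30–90 min RT; 10 s baseline; compound pinned; 180 s read; EC80 dopamine added; another 180 s read.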
RXFP1 ag: agonists of human relaxin receptor RXFP1; AID 2676; HEK293T-RXFP1 cAMP TR-FRET, 30 min; response scale: percent of porcine relaxin response, buffer zero; Potency, µM (doses to about 57.5 µM), for the others: at the highest dose activation, hits mostly activators; Q9HBX9; 370,000 compounds, 0.3% hits; active = well fitted activation curve with a large enough effect; inconclusive = small, poorly fitted or top-dose-only effect; also: potency is read from the fitted curve at half-maximal effect; % is scaled to controls: 0 for no effect and ±100 for the full control effect; nearly all actives have a fitted effect of over 60% in size; many of its hits are not listed in these tables
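HEK293 cells stably expressing RXFP1, treated 30 min at 37C with compounds plus PDE4 inhibitor Ro 20174; cAMP measured by HTRF TR-FRET. Normalized to buffer and 29 nM porcine relaxin; EC50 by Hill fit.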
D2 PAM: D2 dopamine receptor (human) potentiation; P14416; HEK293 T-REx D2, calcium flux, EC20 dopamine potentiation; potentiation, % at 10 µM; 340,000 compounds, 0.34% hits; AID 485347;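 active = potentiation over 3 SD above the plate norm, cut at about 30% in these data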; also: 0% is about no effect
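Primary screen. Calcium kinetics in induced HEK293 T-REx D2 cells: compound pre-addition 180 s, EC20 dopamine, 180 s more.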
RXFP1 antag: RXFP1 (human) relaxin receptor antagonism. HEK293-RXFP1, relaxin-stimulated cAMP HTRF, 30 min; stronger effect = lower value. 350,000 compounds, 0.59% hits. activity change, negative = inhibition, % at 57.5 µM;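 active = activity change of -60% or lower, but not beyond a set lower limit; inconclusive = change between -60% and -40%, or beyond the set limit; inactive = change above -40%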; also: % is scaled to controls: 0 for no effect and ±100 for the full control effect
D1 antag: antagonists of human D1 dopamine receptor; HEK293 TREx D1 cells, calcium flux, dopamine EC80; stronger effect = lower value; activity change, negative = inhibition, % at 10 µM; 360,000 compounds, 3.2% hits; AID 504652; in the data active = activity change below about -30%; also: % is scaled to controls: 0 for no effect and ±100 for the full control effect
Target sequence (P21728 whole entry, looked up): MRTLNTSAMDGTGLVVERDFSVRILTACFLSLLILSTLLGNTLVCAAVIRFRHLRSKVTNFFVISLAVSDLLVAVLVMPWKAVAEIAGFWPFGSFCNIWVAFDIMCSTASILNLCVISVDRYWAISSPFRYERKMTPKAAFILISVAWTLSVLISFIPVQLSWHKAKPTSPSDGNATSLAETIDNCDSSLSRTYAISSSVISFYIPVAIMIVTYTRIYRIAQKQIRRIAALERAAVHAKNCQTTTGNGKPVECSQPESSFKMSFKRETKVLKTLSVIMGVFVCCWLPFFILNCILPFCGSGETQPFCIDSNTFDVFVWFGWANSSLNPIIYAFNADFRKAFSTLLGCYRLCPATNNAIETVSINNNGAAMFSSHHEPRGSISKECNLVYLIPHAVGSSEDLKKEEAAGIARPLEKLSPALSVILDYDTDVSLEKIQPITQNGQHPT
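Antagonism measured as reduced calcium response to an EC80 dopamine addition following 180 s compound pre-read; cells were inducible HEK293 Trex D1 plated overnight at 30 C, read kinetically at 1 cycle/sec.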
D1 potentiator: enhances dopamine response at the human D1 receptor. 360,000 compounds, 0.036% hits. potentiation, % at 10 µM. HEK293 TREx D1 cells, calcium flux, dopamine EC20 potentiation. P21728; in the data active = potentiation above about 30%; also: 0% is about no effect
D1 ag: agonists of human D1 dopamine receptor. P21728. HEK293 T-REx D1 cells, calcium flux, agonist mode. activation, % at 2 µM. 360,000 compounds, 1% hits; in the data active = activation above about 30%; also: 0% is about no effect
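Inducible HEK293 T-REx D1 cells, force-coupled to calcium signalling, were plated at 4000 cells/well with tetracycline and held overnight at 30 C. After no-wash calcium dye loading, compound-evoked calcium rise over 180 s flagged agonists.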
TRHR PAM: allosterically enhances the human TRH receptor | P34981 | TRHR cells, fluo-8 calcium fluorescence, EC20 TRH enhancement | enhancement, % at 2 µM | 360,000 compounds, 0.66% hits; in the data active = enhancement above about 30%; also: 0% is about no effect
Target sequence (P34981 whole entry, looked up): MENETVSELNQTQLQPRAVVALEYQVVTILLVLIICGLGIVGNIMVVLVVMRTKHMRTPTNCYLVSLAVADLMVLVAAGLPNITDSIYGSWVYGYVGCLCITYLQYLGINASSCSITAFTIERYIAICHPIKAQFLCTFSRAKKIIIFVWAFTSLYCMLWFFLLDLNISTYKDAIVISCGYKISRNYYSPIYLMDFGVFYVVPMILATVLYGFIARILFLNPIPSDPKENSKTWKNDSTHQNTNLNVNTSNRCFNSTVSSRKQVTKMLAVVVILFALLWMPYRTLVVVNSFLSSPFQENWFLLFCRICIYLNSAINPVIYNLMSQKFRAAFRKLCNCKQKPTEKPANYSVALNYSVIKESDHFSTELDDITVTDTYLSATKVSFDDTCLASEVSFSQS
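Enhancer read-out: after compound pinning and an initial kinetic agonist-mode read, an EC20 of TRH (10 nM final) was injected and fluo-8 calcium signal (Ex 480/Em 530) followed at 1 s/cycle for 100 cycles in TRHR-expressing cells.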
D2 agonist: activates the human D2 dopamine receptor | P14416 | HEK293 T-REx D2 cells, calcium flux agonist mode | activation, % at 2 µM | 340,000 compounds, 0.53% hits | AID 485358;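 active = activation over 3 SD above normal in the single-dose calcium agonist read, cut at about 30% in these data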; also: 0% is about no effect
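HEK293 Trex D2 cells, tetracycline-induced, o/n 30 C 5% CO2; no-wash Ca dye, RT 30–90 min; 10-cycle baseline, 23 nl cpd added, kinetic Ca read 180 s; agonist hits = positive Ca response.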
The depositor's hits bear a star; ? = inconclusive; . = not tested or not shown; & = joins results of further samples. Only part of the results is shown; count on the stated rates, not on these rows.

canonical_smiles | D2 PAM | RXFP1 ag | TRHR PAM | D1 antag | D2 antag | D2 agonist | D1 ag | RXFP1 antag | D1 potentiator
COc1c2c(nc3occc13)C(CC=C(C)C)(OC)C(OC(C)=O)CC2 (stereo not given) | 4 | 0.0% | -1 | 12 | 5 | -0.3 | 2 | 7 | -6
O=C1NN(c2ccccc2)C(=O)/C1=C/c1cccs1 | 2 | -1.9% | 4 | 9 | -2 | 6.2 | 1 | . | -4
O=C1c2ccccc2-c2cccc(C(=O)N3CCN(C(=O)c4ccccc4)CC3)c21 | 5 | 2.0% | 0 | -14 | -22 | -0.5 | 1 | -3 | -11
COc1ccc(CNC(=O)Cc2csc(NC(=O)Nc3ccccc3OC)n2)cc1 | 1 | 0.2% | 10 | -35* | -6 | 0.4 | 0 | -11 | -1
Cc1cc(C)nc(-n2ncc3c2CCCC3=O)n1 | . | 1.6% | 0 | 6 | . | . | -1 | 2 | 0
Cc1cccc(-c2cc3nc4c(c(N5CCOCC5)n3n2)CCCC4)c1 | 10 | -1.4% | 1 | -8 | 3 | -0.5 | 1 | -15 | -1
O=C1O/C(=C/c2ccccc2)N=C1c1ccccc1 | 2 | 3.2% | 1 | 0 | 5 | 2.4 | 0 | 3 | 2
Cc1ccccc1NC(=O)COC(=O)COc1ccc2c(c1)CCC2 | -5 | 0.4% | 4 | -3 | -14 | -1.1 | 12 | -8 | -4
CC1=NN(C(=O)c2cccc(Cn3nc(C)c([N+](=O)[O-])c3C)c2)C(O)(C(F)(F)F)C1 (stereo not given) | -1 | -0.6% | -1 | . | -5 | -0.2 | 2 | 19 | 0
O=C(Cc1ccccc1)N1CCN(S(=O)(=O)c2ccc([N+](=O)[O-])cc2)CC1 | 3 | -2.1% | -6 | 7 | -3 | 1.1 | 3 | 12 | 0
O=C(O)CSc1ncnc2c1oc1ccccc12 | 1 | ? | 7 | -7 | -17 | 0.3 | 6 | 12 | 1
CC(=O)Nc1cccc(NC(=O)Cc2csc(COc3cccc(C)c3)n2)c1 | 7 | -0.3% | -2 | -9 | . | 0.1 | 8 | -5 | -2
COc1cc(C(=O)Nc2c(C(=O)N3CCOCC3)oc3ccccc23)cc(OC)c1OC | 3 | 1.4% | -6 | -15 | 15 | -1.1 | 2 | 2 | -6
CCOC(=O)N1CCN(C(=O)c2ccc(Cl)c(S(=O)(=O)N3CCOCC3)c2)CC1 | 0 | 1.9% | -1 | -4 | 6 | 0.1 | 0 | -2 | 4
Cc1ccccc1NC(=O)CC1SC(=O)N(c2ccccc2)C1=O (stereo not given) | 7 | -0.2% | -9 | -3 | -20 | 0.7 | 1 | 0 | -9

Part of the list above, with values under each structure:
Each structure is followed by: D2 PAM, RXFP1 ag, TRHR PAM, D1 antag, D2 antag, D2 agonist, D1 ag, RXFP1 antag, D1 potentiator
- COc1c2c(nc3occc13)C(CC=C(C)C)(OC)C(OC(C)=O)CC2 (stereo not given)
  4, 0.0%, -1, 12, 5, -0.3, 2, 7, -6
- O=C1NN(c2ccccc2)C(=O)/C1=C/c1cccs1
  2, -1.9%, 4, 9, -2, 6.2, 1, ., -4
- O=C1c2ccccc2-c2cccc(C(=O)N3CCN(C(=O)c4ccccc4)CC3)c21
  5, 2.0%, 0, -14, -22, -0.5, 1, -3, -11
- COc1ccc(CNC(=O)Cc2csc(NC(=O)Nc3ccccc3OC)n2)cc1
  1, 0.2%, 10, -35*, -6, 0.4, 0, -11, -1
- Cc1cc(C)nc(-n2ncc3c2CCCC3=O)n1
  ., 1.6%, 0, 6, ., ., -1, 2, 0
- Cc1cccc(-c2cc3nc4c(c(N5CCOCC5)n3n2)CCCC4)c1
  10, -1.4%, 1, -8, 3, -0.5, 1, -15, -1
- O=C1O/C(=C/c2ccccc2)N=C1c1ccccc1
  2, 3.2%, 1, 0, 5, 2.4, 0, 3, 2
- Cc1ccccc1NC(=O)COC(=O)COc1ccc2c(c1)CCC2
  -5, 0.4%, 4, -3, -14, -1.1, 12, -8, -4
- CC1=NN(C(=O)c2cccc(Cn3nc(C)c([N+](=O)[O-])c3C)c2)C(O)(C(F)(F)F)C1 (stereo not given)
  -1, -0.6%, -1, ., -5, -0.2, 2, 19, 0
- O=C(Cc1ccccc1)N1CCN(S(=O)(=O)c2ccc([N+](=O)[O-])cc2)CC1
  3, -2.1%, -6, 7, -3, 1.1, 3, 12, 0
- O=C(O)CSc1ncnc2c1oc1ccccc12
  1, ?, 7, -7, -17, 0.3, 6, 12, 1
- CC(=O)Nc1cccc(NC(=O)Cc2csc(COc3cccc(C)c3)n2)c1
  7, -0.3%, -2, -9, ., 0.1, 8, -5, -2

Additional structures follow.
canonical_smiles | D2 PAM | RXFP1 ag | TRHR PAM | D1 antag | D2 antag | D2 agonist | D1 ag | RXFP1 antag | D1 potentiator
O=C(CSc1nc2ccccc2nc1SCC(=O)N1CCOCC1)N1CCOCC1 | . | 3.8% | 5 | -4 | . | . | 2 | 0 | 2
CSCC[C@H](NC(=O)CCNC(C)=O)c1nc2ccccc2[nH]1 | -8 | -0.5% | -1 | -2 | 1 | 1.2 | 7 | -4 | -3
O=c1[nH]c2cc3c(cc2cc1CN(CC1CCCO1)S(=O)(=O)c1ccccc1)OCCO3 (stereo not given) | 18 | 3.0% | 2 | 14 | 3 | 0.3 | 14 | -9 | 6
CCO[C@H]1OC(C(=O)N2CCOCC2)=C[C@@H](c2ccccc2)[C@@H]1CCCO | 8 | -0.8% | 3 | -16 | 7 | 0.0 | -1 | . | -2
O=c1c(Cc2ccc(F)cc2)c(O)ccn1Cc1ccco1 | 12 | 0.6% | 1 | . | -14 | 0.0 | -2 | 5 | 1
Cc1ccc2nc(-c3ccc(O)cc3)c(Nc3ccc4c(c3)OCCO4)n2c1 | -2&3 | 15%&7.1% | -8&2 | -21&27 | -1 | -1.3&1.3 | 0&0 | 33&14 | 2&-5
C=CCOc1cccc(CNn2nnnc2N)c1 | -3 | 0.8% | -3 | 3 | 4 | -0.5 | 3 | -12 | 0
Cn1c(=O)c2[nH]c(SCc3ccccn3)nc2n(C)c1=S | 11 | 7.6% | 14 | -13 | 27 | 0.9 | 3 | . | 4
Cc1cc(C)c(NC(=O)CN2c3ccccc3S(=O)(=O)c3ccccc32)c(C)c1 | . | -0.6% | -5 | 3 | . | -0.6 | 5 | -4 | 2
COc1ccc(-c2cc(C(=O)OCC(=O)NC(C)C)c3ccccc3n2)cc1 | -17 | 6.0% | 7 | 8 | 17 | -0.3 | -3 | -13 | -5
CNC(=S)N/N=C/c1c(Cl)cccc1Cl | -4 | -1.4% | -2 | 31 | -11 | -0.9 | 1 | 8 | 6
Cc1ccc(NC(=O)c2ccc3c(O)c(S(=O)(=O)c4ccc(Cl)cc4)c(=O)[nH]c3c2)cc1 | 2 | 5.0% | 8 | 6 | . | -0.1 | 4 | -10 | 1
CC(=O)c1ccc(OC(=O)C2CSC3(C)CCC(=O)N23)cc1 (stereo not given) | . | -2.5% | 5 | 5 | . | . | 5 | 1 | 3
CCOC(=O)CNC(=O)CSc1nc2ncc(Br)cc2[nH]1 | 2 | -0.7% | 2 | 3 | -12 | -0.1 | 2 | 12 | 8
O=C(CCCCCNC(=O)N1CCn2c1nc1ccccc12)N[C@H](Cc1ccccc1)C(=O)O | -4 | 1.2% | -8 | -5 | 6 | -0.3 | 1 | . | -1
C=CCNC(=S)N/N=C/c1ccc(C(F)(F)F)cc1 | -11 | -2.8% | -7 | -7 | -1 | 3.0 | 0 | -2 | -5
CC(C)c1cc(CN2CCOCC2)cc(C(C)C)c1O | -10 | 3.6% | 7 | 5 | -9 | -0.1 | 4 | -13 | 0
OC1(C(F)(F)F)CC(O)(C(F)(F)F)n2nc(-c3ccccc3)cc2N1 (stereo not given) | 9 | 0.2% | 8 | -10 | -11 | -1.1 | 2 | 3 | -2
CCc1cc(=O)oc2cc3oc(C)c(C)c3cc12 | 4 | 3.3% | -6 | 8 | -3 | -0.6 | 0 | -7 | 7
COC(=O)C1CC23C=CCN4CCC5(c6ccccc6NC15C2C)C43 (stereo not given) | -3 | 2.2% | 16 | 10 | 15 | -1.1 | 2 | -4 | 12
Cc1cc(OC(F)F)ccc1NC(=S)NC1CCCC1 | 1 | -0.6% | 5 | 3 | 4 | -0.8 | 5 | 2 | -2
COc1ccc2cc(C(=O)C3CCCN(C(=O)c4cc(=O)n(C)c(=O)n4C)C3)ccc2c1 (stereo not given) | 6 | 0.4% | -3 | -3 | -9 | -0.3 | 0 | -12 | -3
C=CCNc1nnc(Sc2ncccc2[N+](=O)[O-])s1 | 1 | 0.1% | 1 | -15 | -8 | -0.7 | 3 | -13 | -1
COc1ccc(N2CCN(C(=O)CCn3c(=O)c4cccn4c4cccnc43)CC2)cc1 | -6 | 0.7% | 5 | 1 | . | 1.1 | 1 | -7 | -5
Cc1cccc(C(=O)NCCNC(=O)c2ccccn2)c1 | 1 | -0.2% | 2 | -1 | -11 | 0.0 | 3 | 5 | 6
Cc1cc2ccccn2c1C(=O)c1cccc([N+](=O)[O-])c1 | 2 | -1.2% | 1 | 2 | 9 | -1.6 | 3 | -11 | -5
CCn1c2cc(C)sc2c2cnn(Cc3ccccc3F)c(=O)c21 | . | . | 3 | 3 | . | . | 8 | . | -2
O=C(COC(=O)CNS(=O)(=O)c1ccccc1)Nc1ccc(Cl)cn1 | 6 | 0.3% | 5 | -2 | -18 | 0.1 | 1 | -8 | -3
N#Cc1cn(-c2cccc(C(F)(F)F)c2)c(=O)[nH]c1=O | -5 | 6.2% | -4 | -14 | 9 | 0.7 | 3 | -17 | 1
COc1cccc(CC2(CO)CCN(Cc3cnc(-c4cccc(C)c4)nc3)CC2)c1 | -12 | 0.1% | 2 | -1 | . | . | 10 | -14 | -4
CC1(C)CC(=O)C2=C(C1)Nc1ccccc1NC2c1ccc(F)c(F)c1 (stereo not given) | 2 | -0.6% | 7 | 11 | -13 | -1.9 | 6 | -2 | 1
COc1ccccc1C(c1nnnn1C(C)(C)C)N1CCCCCC1 (stereo not given) | -2 | 1.0% | 1 | -4 | 11 | -0.4 | 2 | -10 | -3
